SR-BI DiI inh – blocks mouse SR-BI lipid uptake from DiI-HDL | ldlA[mSR-BI] CHO cells, DiI-HDL uptake fluorescence, 3 h | inhibition, % at 12.5 µM | 320,000 compounds, 0.96% hits | AID 488896;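 active = mean replicate inhibition of at least 70% and a set share of replicates each scoring 70 or more; inconclusive = meets just one of the two criteria; inactive = fails both criteria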;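 also: 0% = median of neutral control wells and 100% = median of positive control wells; values of inactives mirror those of a sister screen read the other way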
CAL PDZ FP-1 – CAL PDZ (human) peptide binding inhibition | 300,000 compounds, 0.92% hits | inhibition, % at 24.9 µM | AID 602252 | purified CAL PDZ, TMR-peptide fluorescence polarization, 1 h;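 active = mean inhibition of at least 30% with at least half of replicates also reaching 30%; inconclusive = no clear call, values can overlap the other calls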;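 also: 0% = DMSO neutral control and 100% = excess unlabeled competitor peptide PRC23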
Rtt109 Vps75 – C. albicans Rtt109 histone acetyltransferase inhibition | 330,000 compounds, 0.16% hits | AID 540336 | inhibition, % at 34.9 µM | purified Rtt109/Vps75, ThioGlo CoA-SH fluorescence, 4 h;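 active = inhibition of at least 50% in every replicate; inconclusive = best replicate reaches 50% inhibition but some replicates fall short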
Target sequence (Q5AAJ8 whole entry, looked up): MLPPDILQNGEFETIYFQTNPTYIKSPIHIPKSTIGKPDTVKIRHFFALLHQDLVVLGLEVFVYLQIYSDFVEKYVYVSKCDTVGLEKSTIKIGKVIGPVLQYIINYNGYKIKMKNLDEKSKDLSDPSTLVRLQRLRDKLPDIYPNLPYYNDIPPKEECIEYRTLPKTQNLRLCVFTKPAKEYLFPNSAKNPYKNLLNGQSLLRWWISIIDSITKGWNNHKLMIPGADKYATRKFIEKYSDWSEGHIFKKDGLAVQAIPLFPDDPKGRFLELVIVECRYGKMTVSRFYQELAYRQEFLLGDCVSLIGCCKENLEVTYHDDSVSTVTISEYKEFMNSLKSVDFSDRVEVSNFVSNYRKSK
PfHsp90 yeast 2 – reduces growth (ATP signal) of yeast expressing P. falciparum Hsp90; inhibition, % at 9.4 µM; S. cerevisiae expressing PfHsp90, BacTiter-Glo ATP, 48 h; yeast lacking PDR1 and PDR3 efflux regulators; 310,000 compounds, 0.32% hits;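 active = every replicate shows inhibition above about 80%, whatever the replicate mean, limit read from the data; inconclusive = mean inhibition reaches the set limit but some replicate falls short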;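 also: 0% = DMSO neutral controls and 100% = 20 µM radicicol positive controls; yeast relying on Plasmodium falciparum Hsp90 in place of its own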
SR-BI DiI-HDL act – activators of SR-BI mediated HDL lipid uptake. CHO ldlA[mSR-BI] cells, DiI-HDL uptake fluorescence, 3 h; 100 = double the neutral-control signal. activation, % at 12.5 µM. 320,000 compounds, 0.096% hits. AID 504775;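 active = mean replicate activation of at least 60% and every replicate at or above 60%; inconclusive = mean or all-replicate condition met, but not both; inactive = mean below 60% and not all replicates reaching 60%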;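 also: 0% = median plate neutral-control signal and 100% = twice that signal; values of inactives mirror those of a sister screen read the other way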
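Test system: SR-BI-overexpressing, LDLR-lacking CHO cells; Also added: labelled HDL, 10 µg/mL; Measured by: bottom-read cell fluorescence after medium removal, ex 550/em 595 nm; Timing: 3 h uptake period with compound, 37 °C; Buffer or medium: F12, 0.5% BSA, 25 mM HEPES; Doses: single compound concentration, delivered by pin transfer.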
CAL PDZ FP-2 – human CAL PDZ-peptide interaction inhibition. 330,000 compounds, 0.02% hits. inhibition, % at 20 µM. Q9HD26. AID 504414. purified CAL PDZ, TMR-peptide fluorescence polarization, 1 h;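 active = highest replicate inhibition of at least 40%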;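 also: plate controls were DMSO neutral control wells for no effect and unlabeled competitor peptide control wells for full effect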
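Test system: purified CerCALP PDZ construct; Compound dosing: one concentration, 20 µM compound; Also added: TMR-labelled reporter peptide T*-PRC34 bound in PDZ groove; Read-out: inhibition from polarization loss; Controls: unlabelled peptide and DMSO controls; Signal: FP readout, S and P plane fluorescence; Incubation: 1 h at RT.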
MITF TRPM1 HTS – MITF TRPM1 promoter activation in melanoma cells; SK-MEL-5 TRPM1-promoter luciferase, 24 h; % of positive control, neutral wells = 0; activation, % at 12.5 µM; 300,000 compounds, 0.75% hits; AID 588334;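 active = mean activation of at least 80% with every replicate also reaching 80%; inconclusive = mean reaches 80% but some replicate falls short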;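 also: 0% = neutral control wells and 100% = parthenolide positive control wells; values of inactives mirror those of a sister screen read the other way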
dFosB act – activators of mouse delta FosB homodimer | P13346 | purified delta FosB, TAMRA-CDK5 oligo fluorescence polarization; percent of positive-control signal above neutral wells | activation, % at 25 µM | 340,000 compounds, 0.99% hits | AID 493131;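 active = mean activation above about 17%, with every replicate also reaching it, limit read from the data, passing the limit was not always enough; inconclusive = only one of the two conditions met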;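 also: fluorescence polarization rise as delta FosB binds a TAMRA Cdk5 AP-1 oligo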
Target sequence (P13346 whole entry, looked up): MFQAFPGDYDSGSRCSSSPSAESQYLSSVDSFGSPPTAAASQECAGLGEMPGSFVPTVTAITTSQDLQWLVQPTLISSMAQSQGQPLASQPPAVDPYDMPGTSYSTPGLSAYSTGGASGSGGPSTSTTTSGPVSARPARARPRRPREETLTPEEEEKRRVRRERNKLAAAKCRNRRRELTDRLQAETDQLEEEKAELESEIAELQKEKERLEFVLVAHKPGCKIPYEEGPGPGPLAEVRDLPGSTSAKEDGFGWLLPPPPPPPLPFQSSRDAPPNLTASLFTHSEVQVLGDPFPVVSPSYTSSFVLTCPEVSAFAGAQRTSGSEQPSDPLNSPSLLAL
PvdQ inh – blocks Pseudomonas aeruginosa PvdQ acylase activity; 340,000 compounds, 0.063% hits; purified PvdQ acylase, fluorescence plate reader; inhibition, % at 10 µM; in the data active = inhibition above about 30%, passing the limit was not always enough; inconclusive = no clear call, values can overlap the other calls;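 also: 0% = vehicle neutral wells and 100% = reference inhibitor wells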
NSD2 HMT inh – blocks human histone methyltransferase NSD2; NSD2 peptide methylation, AlphaScreen, 120 min; 310,000 compounds, 0.54% hits; AID 743445; inhibition, % at 12.5 µM; in the data active = inhibition above about 50%
* hit, by the source's call; ? = inconclusive; nt = no result given.

SMILES	SR-BI DiI inh	CAL PDZ FP-1	Rtt109 Vps75	PfHsp90 yeast 2	SR-BI DiI-HDL act	CAL PDZ FP-2	MITF TRPM1 HTS	dFosB act	PvdQ inh	NSD2 HMT inh
COc1ccccc1/C=N/NC(=O)CC(=O)NCc1cccnc1	-35	nt	-1	2	35	0.1	-9	-6	20	-1
COc1ccc(C2=NS(=O)(=O)N(C)C(C(=O)N3CCCCC3)=C2)cc1OC	-22	0	22	9	22	-1.6	nt	3	-6	nt
CCCOc1ccccc1C(=O)NCCCC(=O)O	-22	4	3	20	22	0.0	-4	4	9	0
COc1cc(OC)cc(C(=O)N[C@H](C(=O)OCC(=O)NC(C)c2ccccc2)C(C)C)c1 (some centres not stated)	-26	-3	?	10	26	-3.1	-3	-9	-1	-2
Cc1ccc(C)c(C(=O)COC(=O)C2CCN(c3ccc(C(F)(F)F)cn3)CC2)c1	0	-1	0	11	0	-1.2	-3	-4	1	0
CCc1ccc(NC(=O)COC(=O)c2cccs2)cc1	nt	-4	1	-1	nt	-3.1	-2	9	-11	-4
COc1ccc(C(CC(=O)N2CCOCC2)c2c(OC)cc(OC)c3ccc(=O)oc23)cc1 (configuration not stated)	-11	-2	-6	-4	11	0.0	-8	2	-8	nt
O=C(NCCN1CCOCC1)c1ccc(Cl)c([N+](=O)[O-])c1	-1	-2	3	22	1	0.1	nt	-1	-8	-4
NC(=S)N/N=C/c1ccc2ccccc2c1	28	-1	4	10	-28	0.6	-3	-7	-6	-1
O=C(Cn1cnc(S(=O)(=O)N2CCCC2)c1)Nc1ccccc1	-6	3	-1	5	6	-0.5	12	2	-1	-8
CC1(C)Cc2c(C#N)c(NCCCO)nc(-c3ccccc3)c2CO1	40	nt	-15	-10	-40	0.2	10	-7	-3	nt
CC[C@]12c3[nH]c4ccc(Cl)cc4c3CCN1C(=O)[C@@H](CC(=O)NCc1cccc(C(F)(F)F)c1)C[C@@H]2C(=O)N1CCN(C(=O)C2CC2)CC1	34	-1	6	3	-34	-0.8	-8	-14	-5	nt
CCN(CC)C(=O)[C@H]1C[C@H](CC(=O)NCCCOC)C(=O)N2CCc3c([nH]c4cc(-c5ccco5)ccc34)[C@]12C	1	-1	10	-7	-1	0.2	8	-12	-11	nt
Cc1cc(C)n(CCCNC(=O)c2ccc(C)o2)n1	-14	-4	-6	-1	14	0.5	-8	-1	-16	-2
CCOC(=O)C1CCCN(c2c(NCC3CCCN3CC)c(=O)c2=O)C1 (configuration not stated)	-3	nt	14	-3	3	-0.9	0	-5	13	nt
Cc1nn(-c2ccc(Cl)cc2)c(NC(=O)C(C)C)c(-c2ccccc2)c1=O	-6	nt	2	6	6	-2.5	0	-10	-21	-4
CC(C)C(=O)OCC(=O)Nc1ccc2c(c1)CCC2	-21	-6	-10	-17	21	-5.1	nt	-1	-14	0
COc1cccc(NC(=O)CN2C(=O)NC3(CCc4ccccc43)C2=O)c1 (configuration not stated)	-4	73*	-9	16	nt	-1.7	-1	0	-15	nt
COc1ccccc1Nc1nc(-c2cccc([N+](=O)[O-])c2)cs1	59	1	11	-5	-59	1.3	nt	0	3	13
CCCCC(=O)Nc1ccc(C(=O)Nc2ccc(S(=O)(=O)N3CCCC3)cc2)cc1	60	0	0	4	-60	-0.2	-7	-6	6	-18
COc1ccccc1N1C(=O)CC(c2ccccc2)CC1=O	-27	-5	-7	16	27	0.6	-17	7	-5	nt
CN1OC[C@@H]2CN(Cc3cc(Cl)cc(Cl)c3)[C@H](c3cccc(-c4ccccc4)c3)C[C@@H]21	24	0	6	-13	-24	-0.2	-6	-14	-3	nt
Cn1c(=O)c2c(nc(NCC(O)CO)n2CCc2ccccc2)n(C)c1=O (configuration not stated)	-14	-3	-2	-17	14	-0.7	-2	1	-17	-6
COc1ccc(F)cc1S(=O)(=O)n1cnc2ccccc21	-21	-3	2	15	21	0.0	-4	-10	11	-1
O=C(COC(=O)C1C2CC3OC(=O)C1C3C2)Nc1ccccc1 (configuration not stated)	nt	nt	1	-27	nt	0.8	0	-1	-7	-1
O=C(c1cccc(Cl)c1)N1CCN(c2ccccn2)CC1	9	-4	nt	-9	-9	-2.5	9	-4	8	-2
O=C(NNC(=O)c1ccc2c(=O)n3c(nc2c1)CCC3)c1cccc(Cl)c1	-26	-1	10	-5	26	-1.9	2	-7	0	0
CCn1c(CC(=O)Nc2ccc(C)cc2)nnc1SCC(=O)NCc1ccccc1	18	1	10	-17	-18	-2.6	-7	-3	-4	5
Cc1cccc(Nc2nnc(SCC(=O)Nc3ccc(C(=O)O)cc3)s2)c1	-4	4	-1	nt	4	-1.0	-5	-1	-9	3
Cc1ccc(NC(=O)CCCSc2nc3ccccc3[nH]2)cc1	12	-2	1	1	-12	-2.5	-4	-3	-9	-5
COc1ccc(N2CCN(C(=O)c3ccc(CSc4ccccc4)cc3)CC2)cc1	0	-1	-7	-12	0	0.0	-6	2	-13	0
COc1ccc(/C(C)=N/NC(=O)CNC(=O)C2COc3ccccc3O2)c(OC)c1 (configuration not stated)	0	-5	-4	3	0	-0.4	nt	-7	-6	0
O=C(O)c1cccc(N2CCCC2)c1	7	0	2	-10	-7	nt	0	-1	-20	-2
O=C(Nc1cccc(F)c1)N1CCC(c2ccccc2)CC1	38	-2	-3	-25	-38	-0.3	66	4	6	-3
CC1(c2nnc(-c3cccc(Cl)c3)o2)CC(c2cccnc2)=NO1 (configuration not stated)	-18	-5	-3	15	18	1.0	-4	1	-3	nt
Cn1nccc1NC(=O)Nc1ccc(Cl)cc1	-7	-2	3	4	7	-1.6	nt	-2	4	-3
C=C(C)COc1ccc2oc(C)c(C(=O)OCCOC)c2c1	8	0	-6	3	-8	-0.7	29	-4	-1	1
CCOC(=O)c1[nH]cnc1C(=O)Nc1ccc(C)cc1	8	1	2	6	-8	-1.4	15	-12	7	-3
CCCNC(=O)c1onc(CSc2ccc(F)cc2)c1C(=O)NCCOC	-49	-2	1	-4	49	0.6	13	-5	3	nt
O=C(Nc1nc2ccc(Cl)cc2s1)C1CCCO1 (configuration not stated)	12	-4	4	-4	-12	-0.9	61	-12	2	-1
Cc1ccc(-c2cc(C(=O)Nc3nn[nH]n3)c3ccccc3n2)c(C)c1	-13	0	-3	-5	13	nt	-4	-3	3	3
COc1ccccc1-n1nnnc1SCC(=O)NC1CCCCC1	3	0	1	-20	-3	-1.6	6	-4	-8	nt
O=C(Nc1ccc(O)cc1)/C(=C\c1ccncc1)NC(=O)c1ccccc1	-14	0	1	-7	14	-2.1	-1	1	-6	22
CCOc1ccc(-n2c(SCC(=O)O)nc3sc4c(c3c2=O)CCCC4)cc1	-8	-1	6	-7	8	-1.8	nt	14	6	2
CC1CCN(c2ccc(C(F)(F)F)cc2N)CC1	7	-3	9	-16	-7	-2.6	18	3	-1	-2
CCOC(=O)C(C)(C)N(Cc1cccc(C)c1)S(=O)(=O)c1cccc([N+](=O)[O-])c1	-5	-3	4	1	5	-0.5	15	-1	-4	-2
Cn1nc(C(=O)NCc2ccc(F)cc2)c2c1-c1ccccc1S(=O)(=O)C2	19	-1	-11	2	-19	-2.3	1	-2	0	3
COc1cccc(/C=C/C(=C2\C(=O)N(c3ccccc3)N=C2C)c2ccc(Br)cc2)c1OC	29	-3	1	nt	-29	nt	nt	-5	-5	nt

Of the compounds above, these contain an aryl methoxy group.
SMILES	SR-BI DiI inh	CAL PDZ FP-1	Rtt109 Vps75	PfHsp90 yeast 2	SR-BI DiI-HDL act	CAL PDZ FP-2	MITF TRPM1 HTS	dFosB act	PvdQ inh	NSD2 HMT inh
COc1ccccc1/C=N/NC(=O)CC(=O)NCc1cccnc1	-35	nt	-1	2	35	0.1	-9	-6	20	-1
COc1ccc(C2=NS(=O)(=O)N(C)C(C(=O)N3CCCCC3)=C2)cc1OC	-22	0	22	9	22	-1.6	nt	3	-6	nt
COc1cc(OC)cc(C(=O)N[C@H](C(=O)OCC(=O)NC(C)c2ccccc2)C(C)C)c1 (some centres not stated)	-26	-3	?	10	26	-3.1	-3	-9	-1	-2
COc1ccc(C(CC(=O)N2CCOCC2)c2c(OC)cc(OC)c3ccc(=O)oc23)cc1 (configuration not stated)	-11	-2	-6	-4	11	0.0	-8	2	-8	nt
COc1cccc(NC(=O)CN2C(=O)NC3(CCc4ccccc43)C2=O)c1 (configuration not stated)	-4	73*	-9	16	nt	-1.7	-1	0	-15	nt
COc1ccccc1Nc1nc(-c2cccc([N+](=O)[O-])c2)cs1	59	1	11	-5	-59	1.3	nt	0	3	13
COc1ccccc1N1C(=O)CC(c2ccccc2)CC1=O	-27	-5	-7	16	27	0.6	-17	7	-5	nt
COc1ccc(F)cc1S(=O)(=O)n1cnc2ccccc21	-21	-3	2	15	21	0.0	-4	-10	11	-1
COc1ccc(N2CCN(C(=O)c3ccc(CSc4ccccc4)cc3)CC2)cc1	0	-1	-7	-12	0	0.0	-6	2	-13	0
COc1ccc(/C(C)=N/NC(=O)CNC(=O)C2COc3ccccc3O2)c(OC)c1 (configuration not stated)	0	-5	-4	3	0	-0.4	nt	-7	-6	0
COc1ccccc1-n1nnnc1SCC(=O)NC1CCCCC1	3	0	1	-20	-3	-1.6	6	-4	-8	nt
COc1cccc(/C=C/C(=C2\C(=O)N(c3ccccc3)N=C2C)c2ccc(Br)cc2)c1OC	29	-3	1	nt	-29	nt	nt	-5	-5	nt

Compound activity deposited in PubChem BioAssay by Broad Institute.
